Source: PubChem BioAssay (National Center for Advancing Translational Sciences (NCATS))
GLP-1R inv ag: inverse agonists of human GLP-1 receptor; P43220; actives 1.6% (n = 410,000); HEK293 GLP-1R CRE-luciferase, luminescence, 24 h; GLP-1R form is constitutively active; Potency, µM (highest dose often 38.3 µM), without a hit: at the highest dose activity change, negative = inhibition, usual class: inhibitors; also: potency is read from the fitted curve at half-maximal effect; % is scaled to controls: 0 for no effect and ±100 for the full control effect; nearly all actives have a fitted effect of over 55% in size
Target sequence (P43220 whole entry, looked up): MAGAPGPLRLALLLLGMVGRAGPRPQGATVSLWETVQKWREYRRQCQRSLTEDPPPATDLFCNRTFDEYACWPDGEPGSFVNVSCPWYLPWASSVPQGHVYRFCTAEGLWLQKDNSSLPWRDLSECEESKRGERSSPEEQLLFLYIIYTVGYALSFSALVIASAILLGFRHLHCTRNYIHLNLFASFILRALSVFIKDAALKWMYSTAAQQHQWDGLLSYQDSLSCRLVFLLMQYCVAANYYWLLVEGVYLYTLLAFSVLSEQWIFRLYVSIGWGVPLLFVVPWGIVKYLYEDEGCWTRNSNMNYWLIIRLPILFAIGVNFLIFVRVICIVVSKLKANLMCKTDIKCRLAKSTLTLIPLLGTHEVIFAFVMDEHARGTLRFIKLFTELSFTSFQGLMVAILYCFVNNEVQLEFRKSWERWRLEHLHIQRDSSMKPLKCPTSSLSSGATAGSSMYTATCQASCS
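Readout was luciferase luminescence, measured 12 min after detection reagent at room temperature. Beforehand, GLP-1R reporter HEK293 cells had sat 12 h, then received compounds for 24 hr at 37 deg C.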
Akt phos inh: blocks phosphorylation of Akt; Neuro2A IGF-stimulated pAkt S473 HTRF, 20 min; active compounds read low; activity change, % for hits at 50 µM; actives 0.32% (n = 360,000); AID 651550; in the data active = activity change below about -80%; inconclusive = mostly about -51% to -80%; also: % is scaled to controls: 0 for no effect and ±100 for the full control effect
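Single-point screen (50 µM final compound) in Neuro2A cells stimulated 20 min with 6 nM IGF at 37 deg C. After lysis, Ser473-phosphorylated Akt read by HTRF (ex 330 nm, em 615/665 nm) as the 665/615 ratio.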
TDP43 rescue: TDP-43 toxicity inhibition in yeast. actives 1.8% (n = 410,000). AID 652104. TDP-43 expressing yeast growth rescue, BacTiter-Glo, 24 h. Potency, µM (doses to about 46.1 µM), without a hit: top-dose growth rescue (activation), usual class: activators; also: potency is read from the fitted curve at half-maximal effect; % of control where 0% means no effect; nearly all actives have a fitted effect of over 50% in size
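Growth rescue of TDP-43-toxic yeast measured as ATP luminescence (BacTiter-Glo). Cells grown to mid-log in raffinose, induced in galactose at OD600=0.02, exposed to compound 24 hr at 30 deg C.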
MmCpn inh: blocks the Methanococcus maripaludis chaperonin Mm-Cpn; purified Mm-Cpn ATPase, ADP Transcreener TR-FRET; Potency, µM (top dose mostly 76.9 µM), without a hit: top-dose activity, negative = inhibition, most hits filed as inhibitors; actives 0.031% (n = 330,000); also: potency is read from the fitted curve at half-maximal effect; % is scaled to controls: 0 for no effect and ±100 for the full control effect; nearly all actives have a fitted effect of over 80% in size
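Reaction buffer contained 30 mM Tris pH 7.4, 100 mM KCl, 5 mM MgCl2 and 1 mM DTT. Mm-CPN (25 nM final) hydrolysed 10 uM ATP over 30 min at 37°C; ADP was read by HTRF.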
aSyn rescue: alpha-synuclein toxicity inhibition in yeast | Yeast expressing alpha-synuclein, growth rescue, BacTiter-Glo, 24 h | Potency, µM (titrated, usually from 46.1 µM), for the others: top-dose growth rescue (activation), hits mostly activators | actives 0.14% (n = 370,000); also: potency is read from the fitted curve at half-maximal effect; % of control where 0% means no effect; nearly all actives have a fitted effect of over 65% in size
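Screening used galactose-induced yeast with toxic alpha-synuclein levels, exposed to compound for 24 hr at 30 deg C. Cell growth, read with BacTiter-Glo luminescence, gave the measured signal.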
PTHR1 agonist: agonists of human PTHR1 parathyroid hormone receptor; AID 743266; Q03431; HEK293 GP2 PTHR1 cells, GloSensor cAMP luminescence, 1 h; Potency, µM (doses to about 115 µM), inactives show at the top dose activation, actives largely listed as activators; actives 0.075% (n = 410,000); also: potency is read from the fitted curve at half-maximal effect; nearly all actives have a fitted effect of over 55% in size; some results filed as inactive show a strong effect at the top dose; inactives centre near -15; many of its hits are not listed in these tables
Target sequence (Q03431 whole entry, looked up): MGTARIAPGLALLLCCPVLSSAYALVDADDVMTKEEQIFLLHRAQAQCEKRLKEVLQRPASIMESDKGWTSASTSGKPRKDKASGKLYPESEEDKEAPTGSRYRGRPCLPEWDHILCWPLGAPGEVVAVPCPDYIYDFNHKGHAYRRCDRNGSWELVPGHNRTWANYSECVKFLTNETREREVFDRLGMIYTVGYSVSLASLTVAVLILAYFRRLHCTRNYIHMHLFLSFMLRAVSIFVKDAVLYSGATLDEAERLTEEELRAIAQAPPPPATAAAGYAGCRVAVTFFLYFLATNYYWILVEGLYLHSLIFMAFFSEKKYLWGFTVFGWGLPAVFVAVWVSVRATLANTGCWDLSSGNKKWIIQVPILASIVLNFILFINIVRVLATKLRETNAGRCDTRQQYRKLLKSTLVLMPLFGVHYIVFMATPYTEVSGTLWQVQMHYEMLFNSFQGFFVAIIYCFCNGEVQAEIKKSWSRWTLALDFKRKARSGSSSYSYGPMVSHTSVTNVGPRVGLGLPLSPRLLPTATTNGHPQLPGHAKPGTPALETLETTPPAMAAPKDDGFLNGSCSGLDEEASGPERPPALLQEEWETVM
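HEK-293-derived GP2 cells expressing PTHR1 and a GloSensor cAMP reporter, 3,000/well, plated overnight, given luciferin plus IBMX (each 0.5 mM as added) for 1 h at 37 °C, then compound for 1 h at 37 °C. Luminescence was read after 15 min at room temperature.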
FUS yeast rescue: rescues growth of FUS-expressing yeast | S. cerevisiae FUS-expressing, growth rescue, OD600, 24 h | Potency, µM (titrated, usually from 76.6 µM), without a hit: top-dose growth rescue (activation), usual class: activators | actives 0.24% (n = 390,000);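 also: potency is read from the fitted curve at half-maximal effect; plate controls were DMSO vehicle for no effect and reference control for full effect; nearly all actives have a fitted effect of over 55% in size; some results filed as inactive show a strong effect at the top dose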
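Yeast FUS proteinopathy model; galactose-induced FUS (2%), starting OD 0.005. Cpds in dilution series, 24hr, 30C, 99% humidity. Abs 600 nm growth. Pos ctrl CP55940 (top 92uM final); neg ctrl DMSO.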
Abeta yeast res: restores growth of yeast expressing A-beta42 peptide; Potency, µM (doses to about 46.1 µM), without a hit: at the top dose growth rescue, actives largely listed as activators; yeast expressing A-beta42, growth rescue, OD600, 48 h; response scale: 0% DMSO, 100% iron-clioquinol control; actives 0.063% (n = 410,000); also: potency is read from the fitted curve at half-maximal effect; nearly all actives have a fitted effect of over 55% in size
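Growth rescue measured by 600 nm absorbance after 48 h yeast culture at 30 C with compound. Values normalized between DMSO and an equimolar ferric chloride plus clioquinol control.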
GLP1R cytotox: cytotoxicity counter-screen for GLP-1 receptor inverse agonists | actives 0.13% (n = 410,000) | AID 624418 | Potency, µM (titrated, usually from 38.3 µM), for the others: at the top dose activity change, negative = inhibition, hits mostly inhibitors | HEK293 cAMP-luciferase reporter cells, luminescence, 24 h;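 also: loss of luciferase light is scored as toxicity; potency is read from the fitted curve at half-maximal effect; % is scaled to controls: 0 for no effect and ±100 for the full control effect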
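Luminescence readout: signal drop marks cytotoxicity. Plated cells grew 12 h at 37 °C, 5% CO2, received 23 nL compound for 24 h, then got luciferase reagent, read after 12 min at RT.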
* marks the source's active call; other numbers are inactive results; i = inactive; ? = inconclusive; / = not tested or not shown; [ ] = another dose, or the depositor's remark. Unless noted, calls follow the shape of the dose curve; as a rule, active = well fitted curve in the direction sought with a large enough effect; inconclusive = small, poorly fitted or top-dose-only effect, or another doubt; inactive = no such curve, though single readings can be large; an effect the other way counts as inactive or inconclusive. These rows are one share of the data; the hit share may differ from the screen's.

SMILES | GLP-1R inv ag | Akt phos inh | TDP43 rescue | MmCpn inh | aSyn rescue | PTHR1 agonist | FUS yeast rescue | Abeta yeast res | GLP1R cytotox
Cc1ccccc1N/C(=C(/C(Cl)=C(Cl)Cl)[N+](=O)[O-])n1nnc2ccccc21 | -27% | / | -1% | / | -24% | 19%[57.5 µM] | 39% | -14% | 4%
CCC(NC(=O)Nc1nccs1)(C(F)(F)F)C(F)(F)F | ? | i | 9% | 0% | 1% | -7%[57.5 µM] | -13% | 39% | -4%
C=CCC1(CC=C)CCCN1C(=O)c1cc(COc2cccc(C(F)(F)F)c2)on1 | 10µM* | i | -16% | 1% | 8% | -72%[inhibitor] | / | 3% | -5%
COCCCNC(=O)C[C@@H]1C[C@@]2(C(=O)OC)CC(C)(C)CC=C2N(Cc2ccccc2)C1=O | -8% | i | 15% | / | 2% | -22% | 20% | -4% | -15%
CC(C)(C)OC(=O)N1CSC[C@H]1C(=O)NC[C@H](CC(=O)O)c1ccc(Cl)cc1 | 6% | i | -6% | 0% | -7% | i | -18% | -3% | 4%
COc1ccc(C(=O)Cn2nnc(-c3ccccc3-n3cnnn3)n2)cc1 | 0% | / | -21% | 0% | -1% | i | 19% | 6% | 7%
COc1ccc(NC(=O)CSc2nc3ccccc3n2CC(=O)N(C)c2ccc(F)cc2)cc1 | -22% | / | 6% | / | / | i | 32% | -7% | -22%
O=C(CCc1ccccc1)NCc1nc2cccnc2n1Cc1ccc(F)cc1 | 6% | / | 17% | / | / | i | 1% | -6% | -3%
COc1ccc(OC)c(CNCc2ccc3c(c2)OCO3)c1 | 6% | i | -8% | -2% | -8% | -23% | 1% | -6% | -3%
O=C(c1cc2ccc3cccnc3c2[nH]1)N1CCN(c2ccccc2)CC1 | 6% | / | 0% | / | / | -20% | 19% | -17% | -2%
O=C(CN1C(=O)/C(=C/c2ccccc2)SC1=S)Nc1cccnc1 | -9% | i | 3% | -1% | 8% | -43%[inhibitor] | -10% | -6% | 1%
CNC(=O)c1ccc(-c2cc(C(F)(F)F)nn2C)s1 | 14% | i | 12% | -4% | 7% | -27% | 29% | -3% | -12%
O=C(Nc1cccc(-c2nc3ccccc3[nH]2)c1)c1ccccc1F | ? | / | -7% | / | / | 8% | 36% | -22% | -20%
Cc1cc(C(=O)N2CCCC(Nc3ccc(F)cc3)C2)n(C)n1 (configuration not stated) | 5% | i | -8% | 1% | -1% | i | 11% | 2% | -6%
COc1ccc(/C=C/c2nnc(NC(=O)c3ccco3)s2)cc1 | -29% | i | 16% | -4% | 0% | i | 4% | 4% | 7%
CC1CCc2c(sc3ncnc(SCC(=O)c4ccccc4)c23)C1 (configuration not stated) | 6% | i | 8% | -10% | -2% | i | -14% | -46%[inhibitor] | 0%
CCN(CC)S(=O)(=O)c1ccc(C)c(NC(=S)N2CCN(c3ccccn3)CC2)c1 | ? | i | -25% | 0% | -2% | -14% | 22% | 4% | -12%
Cn1nc(C(F)(F)F)cc1C(=O)NC1CCCCCC1 | 0% | i | 3% | -2% | -6% | -14%[57.5 µM] | 1% | 5% | -8%
CN1C(=O)/C(=C/c2ccccc2Cl)Sc2ccc(C(=O)N3CCCC3)cc21 | ? | i | ? | -4% | -12% | -75%[inhibitor] | ? | / | ?
O=C1CC(SC2=NCCS2)C(=O)N1c1ccc(Cl)cc1 (configuration not stated) | 12% | i | 0% | 0% | 0% | i | 1% | 5% | 16%
CC(C)CC(=O)NC1CC(=O)N(c2ccc3c(c2)OCCO3)C1 (configuration not stated) | 1% | / | 14% | / | / | i | 1% | -10% | -6%
O=C(Cn1c(-c2cccs2)cc2ccccc21)N1CCN(c2ccc(F)cc2)CC1 | -1% | / | 9% | / | / | -16% | 10% | -12% | 5%
Oc1ccc(Br)cc1-c1cc(-c2ccccc2Cl)[nH]n1 | ? | i | 2% | -3% | 8% | -17% | 6% | 7% | -7%
CNCc1ccccc1OCc1ccc(F)cc1 | -19% | i | -9% | 0% | -3% | -3% | 2% | -10% | -4%
Cc1cc(C)c2c(-n3cccc3)nn(CC#N)c2n1 | 0% | i | 13µM* | -4% | 16% | -9% | 16% | 24% | 8%

Compound profiles (already shown). Order of values: GLP-1R inv ag	Akt phos inh	TDP43 rescue	MmCpn inh	aSyn rescue	PTHR1 agonist	FUS yeast rescue	Abeta yeast res	GLP1R cytotox
`O=C(Cn1c(-c2cccs2)cc2ccccc21)N1CCN(c2ccc(F)cc2)CC1` is listed as -1%	/	9%	/	/	-16%	10%	-12%	5%
`CC(C)(C)OC(=O)N1CSC[C@H]1C(=O)NC[C@H](CC(=O)O)c1ccc(Cl)cc1` is listed as 6%	i	-6%	0%	-7%	i	-18%	-3%	4%
`CCN(CC)S(=O)(=O)c1ccc(C)c(NC(=S)N2CCN(c3ccccn3)CC2)c1` is listed as ?	i	-25%	0%	-2%	-14%	22%	4%	-12%
`O=C(CCc1ccccc1)NCc1nc2cccnc2n1Cc1ccc(F)cc1` is listed as 6%	/	17%	/	/	i	1%	-6%	-3%
`CCC(NC(=O)Nc1nccs1)(C(F)(F)F)C(F)(F)F` is listed as ?	i	9%	0%	1%	-7%[57.5 µM]	-13%	39%	-4%

Next section.
SMILES | GLP-1R inv ag | Akt phos inh | TDP43 rescue | MmCpn inh | aSyn rescue | PTHR1 agonist | FUS yeast rescue | Abeta yeast res | GLP1R cytotox
CC(C)(C)c1ccc(Cn2c(=O)cnc3ccccc32)cc1 | 5µM* | i | 12% | 1% | -1% | -31%[inhibitor] | 20% | -3% | ?
CCS(=O)(=O)Nc1ccc(-c2nnc(SCC(=O)c3ccc(NC(C)=O)c(OC)c3)o2)cc1 | 0% | i | 5% | -7% | -2% | i | / | 1% | 5%
CCOC(=O)c1sc(SC)nc1N | 75%[activator] | i | -21%[0.397 µM] | 3% | -8% | -1% | 5% | 6% | -3%
COc1cccc2cc(C(=O)N3CCc4ccccc43)c(=O)oc12 | -5% | i | -12% | -1% | -4% | i | -1% | -1% | 14%
CC(=O)Nc1ccc(NC(=O)Nc2cccc3ccccc23)cc1 | 26% | i | 6% | 1% | -5% | i | 7% | 13% | -30%
NC(=O)CC(NC(=O)Cc1cccc2ccccc12)c1ccc(N2CCN(c3ccccc3)CC2)c([N+](=O)[O-])c1 (configuration not stated) | 3% | i | 10% | -1% | -7% | i | -11% | -7% | -5%
O=C(C1CC(=O)N(C2CCCC2)C1)N1CCN(c2ccc(F)cc2)CC1 (configuration not stated) | -1% | i | 14% | / | -9% | -19% | -18% | -15% | -1%
COC(=O)c1cc(S(=O)(=O)N2c3ccccc3CC2C)cn1C (configuration not stated) | -4% | i | -13% | 0% | 24% | -7% | -18% | ? | -12%
CC(C)=CCN1CCN(Cc2nc(-c3ccccc3)cs2)CC1CCO (configuration not stated) | ? | i | 16% | 1% | 4% | -10% | 3% | -3% | 8%
O=C(COc1ccc(Cl)c(Cl)c1)NN1C(=O)C2C(C1=O)C1C=CC2C12CC2 (configuration not stated) | ? | i | -14% | 1% | -1% | -41%[inhibitor] | -13% | 6% | 1%
CC(C)(C)OC(=O)C[C@@H]1C/C=C\C[C@@H](CC(=O)NCCO)C(=O)NC[C@H](c2ccccc2)OC1=O | -13% | i | 1% | 1% | 0% | i | 6% | -15% | 2%
Cc1ccc(C(c2sc3ncnn3c2O)N2CC(C)CC(C)C2)cc1 (configuration not stated) | ? | i | 11% | -2% | 6% | i | 0% | 1% | 3%
CCOc1ccc(N2CC(C(=O)N3CCc4ccccc43)CC2=O)cc1 (configuration not stated) | -29% | i | 21% | -3% | 4% | -2% | 21% | 0% | 11%
Clc1ccc(OCc2nc(-c3ccccn3)n[nH]2)cc1 | -5% | i | ? | 1% | ? | i | 27% | ? | -16%
Cc1cccc(N2CCN(C(=O)c3ccc(CS(=O)Cc4cccc(Cl)c4)o3)CC2)c1C (configuration not stated) | ? | i | ? | -1% | 21% | -24% | ? | / | -11%
Cc1ccc(-n2c(C)cc(C(=O)OCC(=O)N(C)C3CCS(=O)(=O)C3)c2C)cc1 (configuration not stated) | -6% | i | 1% | -2% | 3% | i | -9% | 9% | 23%
O=C(CSC(=S)N1CCCC1)NCC(=O)Nc1ccc(F)c(F)c1 | -16% | i | -5% | -1% | -8% | -51%[inhibitor] | / | 10% | 0%
CC(C)(C)OC(=O)N(CCc1ccccc1)Cc1ccccc1OCc1cccc(NC(=O)C2CC2)c1 | ? | i | -18% | / | -24% | -12% | 27% | -11% | -3%
Cc1ccc(C(=O)NCCC(C)C)cc1NC(=O)c1nsc2ccccc12 | 2% | / | 18% | / | / | -10% | 27% | 0% | -13%
COCCN1Cc2cccc(C(=O)NCCCN3CCCC3=O)c2C1=O | -22% | i | -4% | 3% | -2% | -22% | 19% | 5% | -6%

Retrieved by compound from above, 3 records:
SMILES | GLP-1R inv ag | Akt phos inh | TDP43 rescue | MmCpn inh | aSyn rescue | PTHR1 agonist | FUS yeast rescue | Abeta yeast res | GLP1R cytotox
CC(C)(C)OC(=O)C[C@@H]1C/C=C\C[C@@H](CC(=O)NCCO)C(=O)NC[C@H](c2ccccc2)OC1=O | -13% | i | 1% | 1% | 0% | i | 6% | -15% | 2%
Cc1ccc(C(=O)NCCC(C)C)cc1NC(=O)c1nsc2ccccc12 | 2% | / | 18% | / | / | -10% | 27% | 0% | -13%
O=C(COc1ccc(Cl)c(Cl)c1)NN1C(=O)C2C(C1=O)C1C=CC2C12CC2 (configuration not stated) | ? | i | -14% | 1% | -1% | -41%[inhibitor] | -13% | 6% | 1%
